# Compound activity: PubChem, several laboratories
# CRFR2-BP antag: antagonists of CRF-BP/CRF-R2 complex, primary screen, cell-based, HEK293, calcium dye fluorescence, uHTS; actives 0.59% (n = 350,000); AID 588475, 2011; inhibition, % at 11.8 µM; CRF-induced calcium fluorescence;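 active = inhibition of the ligand-induced calcium signal above about 50% at the single tested concentration, limit read from the data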
# p-CIP stab down: p/CIP-EGFP fusion destabilizers, primary screen, fluorescence, F442A cells | decrease of EGFP signal, % at 10 µM | Q05BA5 | actives 0.01% (n = 290,000) | 16 h;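 active = EGFP signal decrease of at least 30% at 10 µM or well 3 SD below plate mean, unless failing retest; inactive = the rest, including hits failing retest or dose response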; note: some compounds called inactive have numbers as strong as hits; many of its hits are not listed in these tables
# IDE act: human IDE activators in live cells, primary screen, fluorescence polarization, HEK cells, FAbeta-B substrate; FAbeta-B cleavage; 0% vehicle, 100% cell-free pure enzyme wells; activation, % at 5.96 µM; actives 0.073% (n = 340,000); Insulin-degrading enzyme (Homo sapiens), P14735;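 active = activation above the mean of all tested compounds plus 3 SD, set per screening campaign, cut at about 17% in these data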
# Target sequence (P14735 whole entry, looked up): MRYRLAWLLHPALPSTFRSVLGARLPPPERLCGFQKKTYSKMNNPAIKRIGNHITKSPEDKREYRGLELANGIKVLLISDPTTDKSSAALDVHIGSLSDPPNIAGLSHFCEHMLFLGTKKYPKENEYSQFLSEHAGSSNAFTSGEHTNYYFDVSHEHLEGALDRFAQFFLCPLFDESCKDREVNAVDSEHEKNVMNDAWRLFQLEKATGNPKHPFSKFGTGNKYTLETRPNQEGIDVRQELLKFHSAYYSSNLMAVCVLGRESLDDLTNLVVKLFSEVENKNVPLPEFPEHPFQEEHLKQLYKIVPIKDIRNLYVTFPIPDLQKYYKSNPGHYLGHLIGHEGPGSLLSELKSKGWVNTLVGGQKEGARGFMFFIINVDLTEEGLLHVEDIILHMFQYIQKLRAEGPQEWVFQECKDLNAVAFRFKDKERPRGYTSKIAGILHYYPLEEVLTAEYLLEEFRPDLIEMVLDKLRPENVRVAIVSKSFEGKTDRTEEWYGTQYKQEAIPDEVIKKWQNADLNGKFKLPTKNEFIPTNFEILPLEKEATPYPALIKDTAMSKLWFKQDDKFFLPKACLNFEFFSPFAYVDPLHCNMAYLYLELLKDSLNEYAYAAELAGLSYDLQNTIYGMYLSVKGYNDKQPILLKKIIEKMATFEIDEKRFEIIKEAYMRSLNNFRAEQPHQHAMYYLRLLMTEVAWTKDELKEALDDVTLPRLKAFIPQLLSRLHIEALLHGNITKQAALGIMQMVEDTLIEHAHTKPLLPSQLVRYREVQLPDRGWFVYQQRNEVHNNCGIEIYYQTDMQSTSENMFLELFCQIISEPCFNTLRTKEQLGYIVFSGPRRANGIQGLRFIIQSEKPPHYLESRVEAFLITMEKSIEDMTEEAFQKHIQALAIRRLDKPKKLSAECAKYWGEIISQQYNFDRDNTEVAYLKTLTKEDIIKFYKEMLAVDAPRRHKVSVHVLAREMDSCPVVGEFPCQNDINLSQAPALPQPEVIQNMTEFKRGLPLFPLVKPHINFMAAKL
# UBC9 SUMO inh: inhibitors of in vitro SUMOylation cascade, primary screen, biochemical, HTRF, uHTS | inhibition, % at 35 µM | HTRF SUMOylation assay, SAE1/SAE2 + UBC9 | AID 2006, 2009 | SUMO-conjugating enzyme UBC9 (Homo sapiens), P63279 | actives 0.36% (n = 290,000); in the data active = inhibition above about 50%, passing the limit was not always enough; note: strong numbers were not always called active
# IDE inh: human IDE inhibitors in live cells, primary screen, fluorescence polarization, HEK cells, FAbetaB substrate | Insulin-degrading enzyme (Homo sapiens), P14735 | FAbetaB cleavage | inhibition, % at 5.59 µM | actives 0.41% (n = 320,000);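 active = percent inhibition above the average of all tested compounds plus 3 SD, set per screening campaign, cut at about 16% in these data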;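 note: IDE supplied by intact live HEK cells; FP after avidin binding of uncleaved biotin substrate so inhibition keeps polarization high; 0% = DMSO wells and 100% = 60 µM reference IDE inhibitor Ii1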
# IMP-1 inhibitor: IMP-1 metallo-beta-lactamase inhibitors, primary screen, biochemical, epi-absorbance readout, Pseudomonas aeruginosa enzyme; metallo-beta-lactamase IMP-1 (Pseudomonas aeruginosa); purified IMP-1, nitrocefin hydrolysis, epi-absorbance fluorescence; inhibition, % at 5.6 µM; actives 0.45% (n = 290,000); AID 1556, 2009;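 active = inhibition above the mean plus 3 SD of all compounds in the same screening run, cut at about 4.5% in these data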;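 note: 0% = IMP-1 with DMSO and 100% = DMSO wells lacking enzyme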
#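 System: purified IMP-1; amount: IMP-1 0.2 nM before substrate addition; compound: single dose, 5.6 µM; times: 25 °C, 15 min preincubation, 25 min reaction; signal: Epi-absorbance via hydrolysed-nitrocefin quenching of white-plate fluorescence, 480/530 nm, EDTA stop; benchmarks: DMSO with and without IMP-1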
# HCV NS3 hel inh: inhibitors of HCV NS3 helicase, primary screen, biochemical, Cy5 molecular beacon fluorescence; Hepatitis C virus NS3 helicase; NS3 helicase DNA unwinding; inhibition, % at 10.9 µM; actives 0.56% (n = 290,000);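 active = inhibition above the mean of all tested compounds plus 3 SD, set per campaign, cut at about 35% in these data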;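 note: 0% = DMSO wells and 100% = thioflavine S control wells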
#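 Measured by: Cy5 fluorescence, 0 and 60 min reads / Assay system: NS3 helicase fragment of HCV / Control set: low DMSO, high thioflavine S at 110 µM / Times: 1 h reaction at 25 °C, ATP-initiated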
# GalR3 antag: GalR3 antagonists in HEK293 cells, primary screen, cell-based, fluorescence readout; Galanin receptor type 3 (Homo sapiens), O60755; AID 651719, 2012; actives 0.44% (n = 360,000); HEK293 GalR3-CNG cAMP membrane potential fluorescence; galR3 body fused to GalR1 C-terminus; inhibition, % at 3 µM;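 active = inhibition above the screen-wide average plus 3 SD, cut at about 13% in these data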;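 note: forskolin and galanin both at EC90 stimulate the cells; cAMP rise reported by CNG channel membrane potential dye signal; 0% = forskolin plus galanin with DMSO and 100% = forskolin alone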
# VIM-2 inh: VIM-2 metallo-beta-lactamase inhibitors, primary screen, biochemical, epi-absorbance readout, Pseudomonas aeruginosa enzyme; actives 0.89% (n = 290,000); AID 1527, 2009; inhibition, % at 5.6 µM; purified VIM-2, nitrocefin hydrolysis, epi-absorbance fluorescence;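 active = inhibition above the mean of all tested compounds plus 3 SD, cutoff set per screening run, cut at about 7.5% in these data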;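 note: red hydrolysis product quenches plate fluorescence so inhibitors raise well fluorescence; 0% = enzyme with DMSO and 100% = DMSO without enzyme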
# Starred values were filed as active, the others as inactive; / = not tested or not shown.
SMILES,CRFR2-BP antag,p-CIP stab down,IDE act,UBC9 SUMO inh,IDE inh,IMP-1 inhibitor,HCV NS3 hel inh,GalR3 antag,VIM-2 inh
CCN1CCN(C(=O)CCc2nc3ccccc3n2-c2ccccc2)CC1,1,-8,-1,4,8,-3.0,-6,-2,0.2
CC1Nc2ccccc2C(=O)N1NS(C)(=O)=O (stereo not given),9,10,-3,28,-4,-0.5,0,-1,-1.6
COc1ccc(C(=O)NC(C)c2cc(OC)c(OC)cc2Br)cc1 (stereo not given),9,-9,6,24,-4,-1.7,0,-7,-2.6
O=C(NC1CCN(Cc2ccccc2)CC1)c1ccccc1,-18,4,6,3,1,-0.5,0,-8,-2.0
O=C(NCCN1CCOCC1)c1ccc(S(=O)(=O)Nc2ccccc2)cc1,5,/,3,/,0,/,/,-5,/
CC(=O)c1ccc(NC(=O)CN2CCN(c3ncccn3)CC2)cc1,6,-18,-1,3,2,2.6,-1,-2,-1.9
CCN1C(=O)C2C(C1=O)N1C(c3cccs3)C3C(=O)N(CC)C(=O)C3N1C2c1cccs1 (stereo not given),5,3,2,1,-1,-2.1,2,-2,-0.2
CS(=O)(=O)N1CCc2cc(C(=O)N3CCN(c4ccc(F)cc4)CC3)ccc21,18,-5,1,5,2,-3.0,8,-6,-0.2
O=C(NC1CCCN(Cc2ccc(Cl)cc2)C1)c1c(F)ccc(F)c1F (stereo not given),0,-1,-4,-11,4,-3.1,-8,-1,-2.1
CN(C)CCN(C(=O)C1CCN(S(=O)(=O)c2cccs2)CC1)c1nc2ccccc2s1,-17,/,4,/,2,/,/,-1,/
Cn1c(N/N=C/c2cccs2)cc(=O)n(C)c1=O,30,-7,0,24,-5,2.5,-7,-3,1.5
Cc1[nH]nc2c1C(c1ccoc1)C(C#N)=C(N)O2 (stereo not given),16,/,4,/,-3,-0.1,2,-1,-1.0

# Compounds from the list above with four or more nitrogen atoms (6):
SMILES,CRFR2-BP antag,p-CIP stab down,IDE act,UBC9 SUMO inh,IDE inh,IMP-1 inhibitor,HCV NS3 hel inh,GalR3 antag,VIM-2 inh
CCN1CCN(C(=O)CCc2nc3ccccc3n2-c2ccccc2)CC1,1,-8,-1,4,8,-3.0,-6,-2,0.2
CC(=O)c1ccc(NC(=O)CN2CCN(c3ncccn3)CC2)cc1,6,-18,-1,3,2,2.6,-1,-2,-1.9
CCN1C(=O)C2C(C1=O)N1C(c3cccs3)C3C(=O)N(CC)C(=O)C3N1C2c1cccs1 (stereo not given),5,3,2,1,-1,-2.1,2,-2,-0.2
CN(C)CCN(C(=O)C1CCN(S(=O)(=O)c2cccs2)CC1)c1nc2ccccc2s1,-17,/,4,/,2,/,/,-1,/
Cn1c(N/N=C/c2cccs2)cc(=O)n(C)c1=O,30,-7,0,24,-5,2.5,-7,-3,1.5
Cc1[nH]nc2c1C(c1ccoc1)C(C#N)=C(N)O2 (stereo not given),16,/,4,/,-3,-0.1,2,-1,-1.0

# (further entries)
SMILES,CRFR2-BP antag,p-CIP stab down,IDE act,UBC9 SUMO inh,IDE inh,IMP-1 inhibitor,HCV NS3 hel inh,GalR3 antag,VIM-2 inh
Cc1ccc(-c2nnn(CC(=O)Nc3ccccc3N3CCOCC3)n2)cc1,-32,-13,2,6,-2,-2.6,-3,-2,0.8
COc1cc(N=Nc2ccc3ccccc3c2)ccc1O,1,-11,3,-10,6,-5.7,-10,-4,-1.2
N#CCC1c2ccccc2CCN1C(=O)Nc1cccc(Cl)c1 (stereo not given),-3,-6,10,9,4,-0.8,-5,-6,-1.5
CCOC(=O)C1=C(N)Oc2c(oc(CO)cc2=O)C1c1ccc(Cl)cc1 (stereo not given),-47,-10,2,8,3,-3.1,4,1,-1.0
COc1ccc(/C=N/NC(=O)c2nnn(-c3nonc3N)c2-c2cccs2)cc1OC,-2,-31,-4,18,2,0.9,13,1,0.5
COc1cccc(/C=N/n2nnc3c(cnn3-c3ccccc3)c2=O)c1,2,-8,2,23,5,0.0,10,-2,-3.2
CC(=O)c1c(C)n(C)c2ccc(O)cc12,-6,-7,5,27,0,-7.4,2,-7,-1.2
CC(=O)NC(CC(=O)Nc1cccc(S(=O)(=O)N2CCCCC2)c1)c1ccccc1 (stereo not given),15,-8,-4,3,0,-4.0,-6,-4,-3.5
COc1cccc(NC(=O)Nc2ccc3c(c2)N(C)C(=O)CS3)c1,4,-5,5,12,-2,-3.7,-5,-5,-1.9
COc1ccc(OCCSc2nnc(-c3cccnc3)n2N)cc1,2,-6,1,10,8,-2.5,9,-4,-3.8
CCCNC(=O)c1ccccc1NC(=O)c1ccccc1N(C)S(=O)(=O)c1ccccc1,-14,-5,-1,8,1,-1.4,-6,0,-1.2
CCN1CCN(S(=O)(=O)c2ccc(Cl)c(C(=O)Nc3ccc(OC(F)F)cc3)c2)CC1,-10,1,-2,-12,-2,-1.9,-42,-3,-1.2
COc1cccc(-c2cc(C(F)(F)F)c3c(N)c(C#N)sc3n2)c1,/,-11,/,42,5,-2.0,5,/,-3.6
Cc1ccc(NC(=O)C2CCCN2S(=O)(=O)c2ccc3c(c2)CCC(=O)N3)cc1Cl (stereo not given),0,-5,-1,-6,1,-3.6,6,2,-1.9
CCN(CC)CCNC(=O)C1(O)c2cc(Br)ccc2NC(=O)N1c1cccc(OC)c1 (stereo not given),1,-4,-1,10,2,-3.1,-1,-9,-2.1
COc1cccc(NS(=O)(=O)c2ccc3c(c2)CCCN3C(C)=O)c1,-20,2,2,14,4,-2.5,3,-9,-2.0
CN(C(=O)CSc1nc(C2CC2)nc2ccccc12)c1nc(-c2ccccc2)cs1,-12,5,0,14,-2,0.5,12,-5,1.5
CCc1ccc(NC(=S)N2CCC(NC(=O)c3ccccc3)CC2)cc1,8,1,-1,2,0,-2.8,-8,-8,-2.2
O=C(CSc1ccccc1Cl)NC1CCCc2ccccc21 (stereo not given),18,-3,7,28,-1,0.3,-1,1,-2.5
COc1cccc(/C=N/NC(=O)CC(=O)NCCc2ccc(OC)c(OC)c2)c1,-17,3,5,18,6,-3.8,4,-3,-4.2
COc1ccccc1/C=C1\SC(=S)N(CCC(=O)Nc2cccc(O)c2)C1=O,-34,-8,3,-8,0,-3.1,1,-10,-0.8
CCCCC1=CC2=C(c3ccco3)C(=O)C(C)(OC(=O)c3ccc(OC)cc3)C(=O)C2=CN1CCCOC(C)C (stereo not given),1,-1,-1,4,5,/,/,-1,/
COc1ccc(-n2nc(C(=O)NCCCN3CCOCC3)c3ccccc3c2=O)c(OC)c1,3,4,5,13,-2,-2.6,4,-2,-2.2
CC(C)(C)OC(=O)N1CCC(C(=O)Nc2ccc3c(c2)CCC3)CC1,-9,/,0,/,-2,/,/,-7,/
CCc1nnc(NC(=O)C2CCCO2)s1 (stereo not given),6,-6,3,7,2,-2.0,5,-4,1.1
C[N+](C)(C)CC/C=C1/c2ccccc2CSc2ccccc21,6,-4,1,-18,0,-2.6,-6,3,-2.9
c1ccc(-c2nnc(-c3ccco3)o2)cc1,-5,-2,-1,-5,5,-3.0,-1,-4,-0.6
Cc1ccc(S(=O)(=O)N2CCOCC2)cc1NC(=O)CSc1nnc2n1CCCCC2,-1,/,0,/,6,/,/,1,/
Cc1ccc(S(=O)(=O)N(CC(=O)N/N=C/c2cccc3c2OCCO3)c2ccccc2F)cc1,-11,-20,5,-1,-6,-6.2,-4,-4,-2.3
Cn1c2ccccc2c2cc(C(=O)O)ccc21,24,-5,5,22,1,-0.9,7,-2,-2.1
CC1(C)CC(=O)c2cc(C(=O)NC3CCSC3=O)c(=O)n(-c3ccc(Cl)cc3)c2C1 (stereo not given),1,-4,-3,-6,4,-3.3,11,-2,-1.4
CCC(=O)Nc1ccc2nn(-c3ccc(F)cc3)nc2c1,-2,5,0,4,0,-1.1,9,-4,2.0
COC(=O)c1ccccc1-c1cn(C)c2ccccc2c1=O,4,-5,3,31,2,-1.3,4,-1,-2.3
COc1ccc(CNC(=O)C2CCN(S(=O)(=O)N3CCOCC3)CC2)cc1,4,-1,4,17,-4,-1.2,-2,-1,-0.5
COc1ccc(Cn2c(=O)[nH]c3cc(C(=O)NCCCN4CCCC4=O)ccc3c2=O)cc1,-6,0,0,13,-2,-4.4,3,-7,-3.8
COc1ccc(/C=C/C(=O)NCCc2c[nH]c3ccccc23)cc1OC,-13,1,-3,-1,-3,1.5,0,-2,0.2

# Entries of single compounds, looked up by structure. Values in the order: CRFR2-BP antag	p-CIP stab down	IDE act	UBC9 SUMO inh	IDE inh	IMP-1 inhibitor	HCV NS3 hel inh	GalR3 antag	VIM-2 inh
# CCc1nnc(NC(=O)C2CCCO2)s1 (stereo not given) as listed: 6	-6	3	7	2	-2.0	5	-4	1.1
# Cc1ccc(S(=O)(=O)N2CCOCC2)cc1NC(=O)CSc1nnc2n1CCCCC2 as listed: -1	/	0	/	6	/	/	1	/

# More structures:
SMILES,CRFR2-BP antag,p-CIP stab down,IDE act,UBC9 SUMO inh,IDE inh,IMP-1 inhibitor,HCV NS3 hel inh,GalR3 antag,VIM-2 inh
C/C(Cn1nnc([N+](=O)[O-])n1)=N\NC(=O)c1ccccc1O,-7,-3,-1,25,1,-3.6,-9,-4,-2.3
CCn1c(CC(=O)Nc2ccccc2)nnc1SCC(=O)NC1CCCC1,12,-4,-2,4,-2,-3.0,3,-6,-4.0
CCn1c(C)[n+](CC)c2ccc(C(=O)N(C)c3ccccc3)cc21,0,-6,0,14,2,0.3,-2,-6,-4.3
Cc1cccc2[nH]c(CN(C)C(=O)CC3C(=O)NCCN3CC(C)(C)C)nc12 (stereo not given),-25,2,4,3,-1,-3.1,-1,-5,-1.9
O=C(COC(=O)COc1ccc(Br)cc1)Nc1ccc2c(c1)OCCO2,7,/,1,/,-1,/,/,-8,/
Cc1cc(NC(=O)c2ccccc2-c2ccccc2)ccc1Br,8,-6,0,-35,-2,-2.5,-6,-13,-0.6
COc1cccc2cc(C(=O)Nc3ccc(F)cc3)c(=Nc3ccc(C(=O)O)cc3)oc12,-17,-6,4,7,1,-2.0,12,1,-3.4
CC(=O)Nc1ccccc1NS(=O)(=O)c1ccc(Cl)cc1,11,-1,-1,0,1,-4.4,-1,-6,-2.7
